Yfh1-off respiration = enhancers of respiration in Yfh1-depleted yeast, dose response, Friedreich's ataxia, plus single-dose screen (AID 1465) | S. cerevisiae Yfh1-off respiration, WST-1 reduction, 72 h; higher fold induction means a stronger effect | one-dose fold induction at 50 µM; EC50 in µM for titrated hits | 220,000 compounds, 0.074% hits;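 active means fold induction of absorbance versus untreated yeast above a set limit, then at least 30% activation at any dose in follow-up; inconclusive means repeats straddling the limit, or above it without dose testing; inactive means fold induction below the set limit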;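 further: activators that raise dye reduction in frataxin-depleted yeast; strong numbers were not always called active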
Dynein cargo inh = inhibitors of GR-EGFP nuclear translocation, primary screen, dynein cargo transport inhibitor project, imaging, high-content, 3617.4 mouse cells. test concentration mostly 20 µM; stimulated with dexamethasone, 1 µM; hits give low values. z-score, hits read low. 220,000 compounds, 0.47% hits. AID 1381, 2008;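 active means plate z-score of nuclear minus cytoplasmic receptor signal below a set negative limit, without overly bright fluorescence or cell loss, cut at about -3.5 in these data, passing the limit was not always enough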;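 further: z-score of nuclear minus cytoplasmic ring GR-EGFP intensity difference per well; some compounds called inactive have numbers as strong as hits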
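Also added: dexamethasone, 1.0 µM final. Medium: tet-free, stripped-serum medium. Detection: fixed, Hoechst-stained cells imaged at 10x for EGFP. Read-out: nuclear-to-cytoplasmic GR-EGFP distribution per well. Times: induction 48 h, compound 1 h, agonist 30 min.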
MT stabilize HCS = microtubule stabilizers in HeLa cells, primary screen, imaging, high-content imaging; HeLa tubulin immunostaining HCS, 24 h; share of cells brighter than vehicle mean+2SD; % tubulin-high responders, % at 10 µM; 200,000 compounds, 0.83% hits;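 active means plate Z-score above 3 for both tubulin-high and condensed-nucleus cell shares, with cell loss under 80%, at 10 µM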;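 further: anti alpha tubulin signal scored within the nucleus-defined area of each cell; some results filed as inactive read as strong as hits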
bCat nuc transl = modulators of beta-catenin nuclear translocation, primary screen, imaging, HeLa cells, immunofluorescence, high-content | nuclear translocation activity, % at 5 µM | 190,000 compounds, 0.3% hits;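 active means nuclear translocation activity above 50% at 5 µM, with a well cell count of 50 or more; inconclusive means wells under 50 cells across six images, flagged as toxic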;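 further: per-cell ratio of nuclear to cytoplasmic median beta-catenin stain intensity; plate controls were DMSO negative control for no effect and GSK-3 inhibitor IX positive control for full effect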
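System: Human HeLa cells, endogenous beta-catenin | Compound dosing: 5 µM primary, 0.02–20 µM confirmation | Timing: 24 h compound exposure at 37°C, 5% CO2 | Measured by: Fluorescence imaging of beta-catenin antibody stain plus DAPI | Read-out basis: % activation of per-cell nuclear versus cytoplasmic median beta-catenin signal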
P. falciparum M17LAP = P. falciparum M17LAP inhibitors, primary screen, biochemical, fluorogenic H-Leu-NHMec substrate, 1536-well (AID 1619); Leucine aminopeptidase (Plasmodium falciparum (isolate 3D7)); recombinant M17LAP, H-Leu-NHMec fluorogenic kinetic assay; higher % means a stronger effect; inhibition, % at 30 µM, or IC50 in µM where a hit was titrated; 220,000 compounds, 0.38% hits;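 active means compound inhibiting the enzyme by more than half at any dose during confirmatory dose-response retesting; inconclusive means strong single-dose inhibitors picked by rank but not retested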;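 further: plate controls were full reaction with DMSO carrier for no effect and no enzyme background for full effect; strong numbers were not always called active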
T cell modulator = modulators of CD8 T cell-vesicle binding, primary screen, mouse 2C CD8+ T cells, flow cytometry. 2C CD8+ T cell-vesicle binding; hits give low values. calls only at 7 µM. 330,000 compounds, 0.068% hits. AID 2052, 2009;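 active means response, share of CD8 T cells binding vesicles, and their 90th percentile fluorescence all below set limits, cut at about 80% in these data, passing the limit was not always enough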
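Material: 2C TCR transgenic mouse naive CD8+ T cells, MACS-purified. Also added: QL9-charged Drosophila Ld/ICAM-1/B7-1 vesicles. Timing: binding 1.5 h at 37 °C. Measured by: high-throughput flow cytometry with anti-B7-1 and anti-CD8 staining. Read-out: percent CD8+ FL2 mean versus row control. Controls: Unloaded micro-vesicles (low), QL9 vesicles with 0.7% DMSO (high).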
Autophagy HCS = autophagy modulators in MEF cells, primary screen, imaging, high-content, MEF GFP-LC3 | MEF GFP-LC3 puncta imaging; test concentration mostly 10 µM | calls only at 10 µM (by protocol) | 190,000 compounds, 0.98% hits | AID 463193, 2010;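 active means percentage of spot-positive cells more than 3 SD above its plate mean, without a fluorescence outlier flag or 80% toxicity; inconclusive means no clear call, values can overlap the other calls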;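 further: spot-positive cell cutoff set from DMSO-treated cells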
P. falciparum M1AAP = P. falciparum M1AAP inhibitors, biochemical, fluorogenic H-Leu-NHMec substrate, 1536-well (AID 1445) | recombinant M1AAP, H-Leu-NHMec fluorogenic kinetic assay; higher % means a stronger effect | inhibition, % at 30 µM, or IC50 in µM where a hit was titrated | 220,000 compounds, 0.42% hits;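 active means primary inhibition above the hit cutoff, then over 50% inhibition at one or more dose response concentrations, cut at about 23% in these data, passing the limit was not always enough; inconclusive means conflicting primary data, or primary hits not chosen for dose response; inactive means low primary inhibition, or under 50% at every dose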;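 further: plate controls were DMSO full reaction for no effect and no enzyme background for full effect; strong numbers were not always called active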
WT yeast gro inh = growth inhibition of WT strain, primary screen, mitochondrial fusion inhibitor project, WT and mutant strains, chemical genetic | inhibition, % at 10 µM | mitochondrial fusion phenotypic screen | 190,000 compounds, 2.1% hits; in the data active means inhibition above about 58%; tested in S. cerevisiae
WT yeast gro inh mutant strain = second read-out of WT yeast gro inh, no call of its own (marks repeat the call); inhibition, %; mitochondrial fusion phenotypic screen, mutant strain inhibition
Dynein cargo inh cytoplasmic EGFP = recorded beside Dynein cargo inh, whose call it bears; z-score; measured here: cytoplasmic GR-EGFP intensity; hits give high values
Dynein cargo inh nuclear GR-EGFP = also measured in Dynein cargo inh; calls as there; z-score; measured here: nuclear GR-EGFP intensity;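 lower value marks the stronger effect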
Dynein cargo inh cell count = further read-out of Dynein cargo inh, marked with its call; z-score; measured here: cell count per field
bCat nuc transl cell count 5 µM = also measured in bCat nuc transl; calls as there; cell count; measured here: cell count, cytotoxicity flag
T cell modulator vesicle-bound % = also measured in T cell modulator; calls as there; double positive events, %; measured here: CD8+ vesicle-bound cell fraction;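 binding gate set so that unloaded-vesicle control wells show 10% double positive cells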
MT stabilize HCS Hoechst-high % = recorded beside MT stabilize HCS, whose call it bears; % Hoechst-high responders; measured here: nuclear condensation Hoechst responders;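 share of cells brighter than vehicle mean plus two SD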
MT stabilize HCS cytotoxicity % = further read-out of MT stabilize HCS, marked with its call; toxicity, %; measured here: cytotoxicity by cell density;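 0% = mean cell density of plate MIN control wells and 100% = no cells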
Autophagy HCS cell loss 18 h = recorded beside Autophagy HCS, whose call it bears; toxicity, %; measured here: cell loss, nuclei count;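 cell loss after 18 h compound exposure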
The depositor's hits bear a star; i = inactive; ? = inconclusive; . = no result given. The order is random, and some 4.4% of all compounds hit somewhere here.

SMILES	Yfh1-off respiration	Dynein cargo inh	Dynein cargo inh cytoplasmic EGFP	Dynein cargo inh nuclear GR-EGFP	Dynein cargo inh cell count	MT stabilize HCS	MT stabilize HCS Hoechst-high %	MT stabilize HCS cytotoxicity %	bCat nuc transl	bCat nuc transl cell count 5 µM	P. falciparum M17LAP	T cell modulator	T cell modulator vesicle-bound %	Autophagy HCS	Autophagy HCS cell loss 18 h	P. falciparum M1AAP	WT yeast gro inh	WT yeast gro inh mutant strain
CCN(CC)C(=O)CC(c1cc(OC)c(OC)c(OC)c1)c1c(OC)cc(OC)c2ccc(=O)oc12 (stereo unspecified)	i	0.48	-0.68	0.25	-0.64	.	.	.	-0.9	1248	2%	i	45	.	.	8%	.	.
CCOc1ccc(CNCc2ccc(C(=O)O)cc2)cc1OC	i	0.15	-0.25	0.28	-0.012	3.8	1.4	4.0	-0.9	960	1%	i	30	i	18	-1%	-3	-2
O=c1cnnc(SCCc2ccccc2)[nH]1	i	0.67	-0.14	0.42	-1.2	4.1	1.7	5.5	-1.8	1078	9%	i	39	i	-2	11%	-8	4
CC(C)CCC(C(=O)O)C(C)CC(=O)Nc1ccn(-c2ccccc2)n1 (stereo unspecified)	i	-1.1	-0.25	-0.52	0.61	.	.	.	0.0	1295	9%	i	16	.	.	0%	.	.
CC1CCCCC1NC(=O)COC(=O)c1ccc(N(C)C)cc1 (stereo unspecified)	i	0.72	-0.16	0.73	-0.089	2.9	0.9	7.0	-1.4	1185	-10%	i	43	i	-6	-5%	9	-16
CCCn1c(C)cc(C(=O)COc2ccc(S(=O)(=O)N(CC)CC)cc2[N+](=O)[O-])c1C	i	-0.23	-0.23	-0.042	0.12	2.0	1.3	4.5	-1.9	1053	6%	i	34	i	13	12%	-30	-4
Cc1cc(C(=O)N(C)Cc2ccc(Br)cc2)no1	i	-0.54	-0.19	-0.059	0.34	2.8	2.5	2.5	0.2	1097	-2%	i	52	i	13	3%	-2	-11
CC(C)C(=O)Nc1ccc(NC(=O)CCc2ccccc2)cn1	i	0.93	-0.14	0.32	-1.3	1.8	2.1	4.1	0.4	1572	-2%	i	56	i	8	2%	-7	-10
O=c1[nH]c(SCc2ccccc2[N+](=O)[O-])nc2nc[nH]c12	i	-0.25	-0.24	-0.16	0.69	.	.	.	0.8	1050	-2%	i	59	.	.	7%	.	.
CC(C)c1ccc(N2C(=O)/C(=C/N(C)C)SC2=S)cc1	i	7.2	28	9.7	-2.7	.	.	.	1.8	1306	0%	i	63	.	.	1%	.	.
CCOC(=O)N1CCN(C(=O)CSCC(=O)Nc2nc(-c3ccc(-c4ccccc4)cc3)cs2)CC1	?	0.1	-0.12	0.082	-0.13	5.0	7.0	4.3	-2.8	1086	4%	i	10	.	.	-2%	31	0
CN(C)c1ccc(/C=N\NC(=O)c2cccc3cc[nH]c23)cc1	i	0.56	-0.18	0.71	-0.54	.	.	.	-1.4	1381	-2%	i	30	.	.	4%	.	.
COC(=O)c1ccc(OCCn2cnc3ccccc3c2=O)cc1	i	2.1	-0.2	1.1	-0.43	3.3	1.4	11	-4.0	976	-1%	i	27	i	-5	0%	0	29
COc1ccc(C(CC(=O)N2CCOCC2)c2c(OC)cc(OC)c3c(-c4ccccc4)cc(=O)oc23)cc1 (stereo unspecified)	i	0.9	-0.83	0.42	-0.26	.	.	.	3.9	849	2%	i	30	.	.	9%	.	.
CCOc1ccc(NC(=O)CC2C(=O)N(CC)C(=S)N2NC(=O)c2ccncc2)cc1 (stereo unspecified)	i	-0.25	-0.19	0.78	-0.12	.	.	.	1.5	1233	7%	i	18	.	.	0%	.	.
CCCS(=O)(=O)N1CCN(Cc2ccc([N+](=O)[O-])cc2)CC1	i	0.81	-0.15	0.27	-0.66	3.3	2.3	8.4	4.1	1023	8%	i	38	i	4	-1%	5	-3
Cc1cc(C)n(CC2CC(=O)N(c3cc(Cl)cc(Cl)c3)C2=O)n1 (stereo unspecified)	i	-0.39	-0.23	-0.31	-0.16	4.4	2.3	9.0	-0.5	1207	8%	i	53	i	11	-2%	13	0
CCn1cc(C(=O)Nc2ccc3c(c2)OCCO3)c2cc(OC)c(OC)cc2c1=O	i	3.7	0.048	1.9	-1.4	8.5	1.5	0.9	0.8	1163	6%	i	25	.	.	2%	17	5
N=C1S/C(=C\c2cccc3ccccc23)C(=O)N1c1ccc(F)cc1	i	0.13	-0.19	0.15	0.27	11	35	27	42	482	4%	i	38	i	4	-2%	18	12
COc1cccc(-c2ccc(SCC(=O)N3CCN(c4ccccc4)CC3)nn2)c1	i	1.3	-0.27	1	-1	3.1	2.2	6.4	-2.2	1128	-6%	i	52	i	-3	-2%	7	6
Cc1cc(OCC(=O)NCCN2CCOCC2)cc(C)c1Br	i	-0.68	-0.0045	0.025	0.23	5.4	0.7	12	-1.3	734	1%	i	47	i	11	1%	-17	6
COc1ccc(C(=O)CSc2nnnn2Cc2ccccc2)cc1	.	-0.68	0.072	-0.42	0.4	2.4	1.9	5.5	-3.7	1184	10%	i	22	i	26	9%	-2	9
Cc1cc(=O)oc2cc(OCC(=O)OCC(=O)N3CCc4ccccc43)ccc12	i	-0.4	-0.18	0.29	-0.42	4.0	2.1	27	1.9	980	0%	i	59	i	3	10%	-8	9
N#Cc1ccc(C23CC4(C2)[C@H](CN(Cc2ccc(C(F)(F)F)cc2)[C@@H]4c2ccccc2)C3c2ccc(C(F)(F)F)cc2)cc1 (stereo partly specified)	i	0.52	-0.48	0.22	-0.62	.	.	.	-1.5	1358	-2%	i	29	.	.	5%	.	.
CCC1(C)Cc2c(sc3nc(SC)nc(N)c23)CO1 (stereo unspecified)	i	-0.1	-0.021	0.16	-0.16	1.9	0.7	0.5	.	.	2%	i	50	i	-6	12%	-21	-11
Cn1c(=O)oc2cc(S(=O)(=O)N3CCCC(C(=O)NCCN4CCOCC4)C3)ccc21 (stereo unspecified)	i	-0.12	-0.23	0.14	0.027	2.8	3.4	9.3	.	.	-4%	i	38	i	3	5%	2	0
O=C(CCCc1nc2ccccc2s1)NCc1ccccc1F	i	-0.65	0.041	-0.53	0.63	2.9	3.2	4.4	4.4	526	1%	i	44	i	18	-3%	-9	-12
COc1ccc(S(=O)(=O)N2CCC(C(=O)NCC3CCCO3)CC2)cc1 (stereo unspecified)	i	0.75	0.092	0.82	-0.48	1.3	1.2	1.7	-3.2	1003	-5%	i	10	i	6	1%	-1	1
Nc1nonc1-c1nc2ccccc2n1CC(=O)N/N=C/c1ccc(-c2ccccc2C(=O)O)o1	i	0.31	-0.11	0.057	-1.1	1.6	1.5	5.5	-4.5	994	74µM*	i	34	i	12	83µM*	1	7
Fc1ccc(-c2nnc(-n3nnc4ccccc43)c3ccccc23)cc1	i	-0.68	-0.19	-0.27	-0.39	1.9	1.9	6.9	.	.	.	i	29	i	-4	.	.	.
Cc1cnc(NC(=O)c2ccncc2)s1	i	-0.56	-0.29	0.34	0.34	5.7	2.4	18	-4.6	1069	8%	i	42	i	6	8%	10	-1
CC(NC(=O)COc1ncnc2cc([N+](=O)[O-])ccc12)c1ccccc1 (stereo unspecified)	i	0.69	-0.19	0.48	0.28	3.5	1.2	4.6	-1.5	992	4%	i	36	i	-3	3%	10	8
CS(=O)(=O)N(Cc1ccc(C(=O)NCCSc2ccccn2)cc1)c1ccccc1	i	-0.17	0.36	0.41	-0.37	1.2	2.2	1.7	-0.2	1094	-4%	i	56	i	-4	-4%	-12	6
CS(=O)(=O)Oc1ccc(Br)c2cccnc12	i	-0.34	-0.3	0.24	1.3	.	.	.	0.5	1246	-3%	i	18	.	.	3%	.	.
CC(=O)Nc1ccccc1C(=O)N1CCN(Cc2ccccc2)CC1	.	-0.66	0.11	-0.25	0.49	4.1	2.5	3.1	-2.9	607	2%	i	12	i	-2	1%	-16	-1
CCOc1ccccc1NC(=O)NS(=O)(=O)c1ccc(C)cc1	i	2.8	0.34	1.7	-2.1	4.6	1.9	3.8	-4.7	1275	-5%	i	12	i	1	-6%	-1	-10
